OXTR ag: human OXTR agonists, primary screen, fluorescence, CHO-OTR cells, Fluo-8 calcium; Oxytocin receptor (Homo sapiens), P30559; Fluo-8 calcium fluorescence; normalized: DMSO 0%, oxytocin 100%; activation, % at 3 µM; actives 0.32% (n = 320,000); AID 2435, 2010;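 active = activation above the mean of all tested compounds plus 3 SD, cutoff set per screening run, cut at about 20% in these data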;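 note: peak over basal fluorescence ratio from a 100 s FLIPR kinetic read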
Target sequence (P30559 whole entry, looked up): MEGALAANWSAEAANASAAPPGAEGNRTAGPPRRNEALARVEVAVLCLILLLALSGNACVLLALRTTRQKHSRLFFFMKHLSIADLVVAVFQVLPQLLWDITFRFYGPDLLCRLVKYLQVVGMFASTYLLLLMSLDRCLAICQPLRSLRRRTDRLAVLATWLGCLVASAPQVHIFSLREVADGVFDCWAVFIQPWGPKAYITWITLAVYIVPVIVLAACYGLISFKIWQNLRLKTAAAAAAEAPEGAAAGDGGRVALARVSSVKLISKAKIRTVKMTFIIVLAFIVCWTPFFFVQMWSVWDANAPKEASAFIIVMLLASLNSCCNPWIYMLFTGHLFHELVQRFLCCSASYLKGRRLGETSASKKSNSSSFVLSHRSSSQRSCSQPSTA
MEKK2 mut-MEK5: MEK5 binding signal on mutant MEKK2 PB1, primary screen, biochemical, multiplex bead flow cytometry, Alexa488-MEK5; Alexa488-MEK5 binding to MEKK2 mutant; percent response, % at 10 µM; actives 0.35% (n = 290,000); AID 1530, 2009; in the data active = percent response above about 24%, passing the limit was not always enough; note: inactives centre near 1; some results filed as inactive read as strong as hits; reference of the scale not given here
V1aR counter: agonists of human V1a receptor, primary screen, counter-screen for OXTR agonist project, fluorescence, CHO-V1R cells; Fluo-8 calcium fluorescence, agonist mode; 0% DMSO, 100% 3 nM vasopressin; activation, % at 3 µM; actives 0.25% (n = 320,000);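 active = activation above the mean activation of all tested compounds plus 3 SD, per screening run, cut at about 20% in these data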;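 note: signal is peak over basal fluorescence ratio across a 100 second FLIPR read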
Target sequence (P37288 whole entry, looked up): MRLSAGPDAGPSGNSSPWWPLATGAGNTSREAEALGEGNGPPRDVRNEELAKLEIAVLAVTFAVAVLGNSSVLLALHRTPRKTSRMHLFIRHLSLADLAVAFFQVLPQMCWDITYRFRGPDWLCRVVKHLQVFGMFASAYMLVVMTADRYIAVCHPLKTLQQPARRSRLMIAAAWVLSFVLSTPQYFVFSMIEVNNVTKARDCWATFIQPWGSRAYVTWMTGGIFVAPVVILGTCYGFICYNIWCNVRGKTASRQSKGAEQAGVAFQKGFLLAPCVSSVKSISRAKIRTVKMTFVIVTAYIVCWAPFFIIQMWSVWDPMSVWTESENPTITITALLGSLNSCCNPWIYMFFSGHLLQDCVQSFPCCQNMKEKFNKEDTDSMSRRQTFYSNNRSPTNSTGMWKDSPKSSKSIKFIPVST
MEKK2wt PB1 HTS: modulators of MEK5 binding to wildtype MEKK2, primary screen, biochemical, multiplex bead flow cytometry, Alexa488-MEK5; actives 1.1% (n = 290,000); Alexa488-MEK5 binding to MEKK2 WT; actives lie on both sides; binding response (% of control), % at 10 µM; Mitogen-activated protein kinase kinase kinase 2 (Homo sapiens), Q9Y2U5; in the data active = binding response below about 67% or above about 130%
NALP1 yeast inh: NALP1 inflammasome inhibitors in reconstituted yeast, colorimetric, S. cerevisiae, triplicate retest; S. cerevisiae NALP1/ASC/caspase-1 growth, X-gal OD620, 72 h; inhibition, % at 10 µM; actives 0.61% (n = 280,000); AID 2071, 2009; in the data active = inhibition mostly above about 24%, no sharp cut-off; inactive = mostly below about 32%; note: some compounds called inactive have numbers as strong as hits
GPR7 antag: GPR7 receptor antagonists, primary screen, cell-based, fluorescence, single concentration; Neuropeptides B/W receptor type 1 (Homo sapiens), P48145; GPR7-expressing cells, fluorescence antagonist assay; inhibition, % at 4.4 µM; actives 1.1% (n = 290,000); in the data active = inhibition above about 16%, passing the limit was not always enough;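 note: cells stimulated with the agonist NPW; 0% = agonist with vehicle and 100% = vehicle without agonist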
GalR3 antag: GalR3 antagonists in HEK293 cells, primary screen, cell-based, fluorescence readout | actives 0.44% (n = 360,000) | AID 651719, 2012 | Galanin receptor type 3 (Homo sapiens), O60755 | inhibition, % at 3 µM | HEK293 GalR3-CNG cAMP membrane potential fluorescence; galR3 body fused to GalR1 C-terminus;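 active = inhibition above the screen-wide average plus 3 SD, cut at about 13% in these data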;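 note: forskolin and galanin both at EC90 stimulate the cells; cAMP rise reported by CNG channel membrane potential dye signal; 0% = forskolin plus galanin with DMSO and 100% = forskolin alone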
MEKK3 PB1 HTS: modulators of MEKK3-MEK5 PB1 binding, primary screen, biochemical, wildtype MEKK3, multiplex bead flow cytometry, Alexa488-MEK5 | Mitogen-activated protein kinase kinase kinase 3 (Homo sapiens), Q99759 | bead-based flow cytometry, Alexa488-MEK5 binding to MEKK3; actives lie on both sides; 0 = blocked by unlabeled MEK5, 100 = vehicle | binding response (% of control), % at 10 µM | actives 1.4% (n = 290,000);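 active = binding response more than 3 SD above or below the average of its plate-row segment, actives on both sides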;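 note: Alexa488 bead fluorescence after subtracting the streptavidin-only scavenger bead signal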
PHOSPHO1 inh: PubChem AID 1565. Phosphoethanolamine/phosphocholine phosphatase (Homo sapiens), Q8TCT1. inhibition, % at 13.3 µM. actives 1.1% (n = 290,000). recombinant PHOSPHO1, absorbance phosphatase assay; in the data active = inhibition above about 60%
Target sequence (Q8TCT1 whole entry, looked up): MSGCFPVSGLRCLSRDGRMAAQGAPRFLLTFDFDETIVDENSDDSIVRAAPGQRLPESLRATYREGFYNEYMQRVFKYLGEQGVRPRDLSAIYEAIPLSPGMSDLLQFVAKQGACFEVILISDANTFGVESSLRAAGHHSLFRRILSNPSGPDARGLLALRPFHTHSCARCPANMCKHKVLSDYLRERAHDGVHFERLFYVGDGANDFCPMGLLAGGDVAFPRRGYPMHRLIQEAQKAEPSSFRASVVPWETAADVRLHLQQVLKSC
* marks the source's active call; other numbers are inactive results; nt = no result given; [ ] = another dose, or the depositor's remark. Hits appear at their usual frequency, and some 5.4% of all compounds hit somewhere here.

SMILES | OXTR ag | MEKK2 mut-MEK5 | V1aR counter | MEKK2wt PB1 HTS | NALP1 yeast inh | GPR7 antag | GalR3 antag | MEKK3 PB1 HTS | PHOSPHO1 inh
Cc1ccc(C(=O)N/C(=C\c2ccccc2)C(=O)NCCN2CCOCC2)cc1 | -0.1 | 4 | 0.1 | 105 | 8 | -5 | -7 | 104 | 0
NS(=O)(=O)c1cccc(NC(=O)c2ccc3nc[nH]c3c2)c1 | -0.1 | 7 | 0.8 | 98 | 14 | -6 | -10 | 99 | -7
O=C(NCc1ccc2c(c1)OCO2)C1CCCN(C(=O)c2ccc(Cl)cc2)C1 (configuration not stated) | -0.1 | 6 | 1.2 | 106 | -6 | -1 | -3 | 102 | 5
C/C(=N/NC(=O)CN1CCN(S(=O)(=O)c2ccc(Br)cc2)CC1)c1cccnc1 | 1.3 | 20 | 1.5 | 111 | -2 | -1 | -2 | 103 | -7
COC(=O)c1ccc(-n2nnnc2SCC(=O)Nc2ccccc2F)cc1 | 4.3 | 3 | 8.4 | 101 | 10 | -11 | 1 | 103 | 39
COc1cccc(OC)c1OCCCCN1CCCC1 | 0.6 | 3 | 0.4 | 111 | 9 | -13 | 0 | 104 | 37
CCSc1nc2sc3c(c2c2[n+]1CC(CBr)O2)CCCC3 (configuration not stated) | -1.2 | -3 | 0.4 | 97 | 5 | -14 | -4 | 91 | 8
OCCN(Cc1ccccc1)Cc1ccc(C(F)(F)F)cc1 | -1.8 | 5 | -1.8 | 97 | 4 | -6 | -2 | 105 | 0
CC(=O)c1ccc(-c2nnc(CCC(=O)N(C)Cc3c(C)nc4ccccn34)o2)s1 | 1.6 | 7 | -0.1 | 104 | 4 | -11 | -3 | 106 | 20
O=C(N/N=C\c1cn[nH]c1-c1ccccc1)c1cccnc1 | 0.5 | -9 | 0.1 | 90 | 1 | -3 | -4 | 91 | 19

An excerpt taken from the entries so far:
SMILES | OXTR ag | MEKK2 mut-MEK5 | V1aR counter | MEKK2wt PB1 HTS | NALP1 yeast inh | GPR7 antag | GalR3 antag | MEKK3 PB1 HTS | PHOSPHO1 inh
Cc1ccc(C(=O)N/C(=C\c2ccccc2)C(=O)NCCN2CCOCC2)cc1 | -0.1 | 4 | 0.1 | 105 | 8 | -5 | -7 | 104 | 0
NS(=O)(=O)c1cccc(NC(=O)c2ccc3nc[nH]c3c2)c1 | -0.1 | 7 | 0.8 | 98 | 14 | -6 | -10 | 99 | -7
O=C(NCc1ccc2c(c1)OCO2)C1CCCN(C(=O)c2ccc(Cl)cc2)C1 (configuration not stated) | -0.1 | 6 | 1.2 | 106 | -6 | -1 | -3 | 102 | 5

(list continues)
SMILES | OXTR ag | MEKK2 mut-MEK5 | V1aR counter | MEKK2wt PB1 HTS | NALP1 yeast inh | GPR7 antag | GalR3 antag | MEKK3 PB1 HTS | PHOSPHO1 inh
Cc1cc(-c2n[nH]c(=S)n2/N=C/c2ccc(Br)s2)n[nH]1 | -1.1 | 0 | -0.5 | 107 | 18 | 4 | 2 | 117 | 49
CC(C)Cn1c(=O)c2c(nc3n2CCCN3Cc2ccccc2)n(C)c1=O | 2.2 | 3 | 3.4 | 103 | 11 | -13 | -12 | 99 | 25
COc1ccc(C(C(=O)NCC2CCCO2)N(C(=O)Cn2nnc3ccccc32)c2ccc(NC(C)=O)cc2)cc1OC (configuration not stated) | 0.1 | -4 | -0.8 | 93 | 31 | -3 | -6 | 99 | 27
O=C1C2C3C=CC(C4CC34)C2C(=O)N1/N=C/c1ccc(-c2cccc([N+](=O)[O-])c2)o1 (configuration not stated) | 1.1 | -2 | 6.8 | 97 | 33 | -7 | -9 | 99 | -3
CC(=O)c1c(C)[nH]c(C(=O)NC2CCSc3ccccc32)c1C (configuration not stated) | 14 | -2 | 11 | 101 | 18 | 4 | -5 | 99 | 14
CCN(Cc1nc(-c2ccccc2)no1)C(=O)COc1cccc(OC)c1 | -0.3 | 1 | 0.0 | 103 | 19 | -4 | -2 | 99 | 6
C[C@H](NC(=O)N1CCn2c1nc1ccccc12)C(=O)NCc1ccccc1 | -1.6 | 0 | -0.1 | 100 | 1 | 0 | 0 | 103 | 12
COc1ccc(NC(=O)C2CCN(C(=O)C3CC(=O)N(c4ccc(C)cc4)C3)CC2)cc1 (configuration not stated) | nt | 3 | nt | 100 | -2 | -10 | -7 | 101 | 27
Cn1c(N)c(C(=O)COC(=O)CCc2ccccc2)c(=O)n(C)c1=O | 1.1 | 2 | -0.2 | 104 | -5 | -11 | -1 | 104 | 19
O=C(CSc1ccc(Cl)cc1)N1CCCC1 | -1.4 | -3 | -1.0 | 89 | 12 | -2 | -1 | 90 | -5
CCc1ccc(NC(=O)C/C(C)=N/NC(=O)OCc2ccc(OC)cc2)cc1 | -2.0 | 1 | -1.1 | 107 | 20 | -7 | -1 | 136* | 3
CC(=O)c1cccc(NC(=O)c2ccc(S(=O)(=O)N3CCCC3)cc2)c1 | 3.9 | 0 | 3.5 | 102 | 20 | -4 | -8 | 102 | 18
Clc1ccc(-c2c[n+](Cc3ccc(Cl)cc3Cl)c3n2CCCCC3)cc1 | 0.2 | 17 | -0.1 | 123 | 15 | 23* | -1 | 108 | 24
O=C(OC(C(=O)NCc1ccccc1)c1ccccc1)c1ccco1 (configuration not stated) | -0.3 | -1 | -1.0 | 101 | -15 | -8 | -11 | 103 | 37
Cc1ccc(F)cc1S(=O)(=O)NCc1ccc(N2CCN(C)CC2)cc1 | 3.2 | -15 | 1.3 | 95 | 31* | -7 | -5 | 90 | 10
N#C/C(=C\C1CC2C=CC1C2)c1nc2ccccc2[nH]1 (configuration not stated) | 1.3 | -2 | 0.9 | 93 | 7 | -7 | -2 | 98 | 12
Cc1ccccc1C(=O)Nc1nnc(S(=O)(=O)N2CCCCCC2)s1 | 2.2 | -2 | 5.3 | 97 | 16 | 8 | -2 | 102 | 25
CC(NC(=O)CSc1cccc(C(F)(F)F)c1)c1ccccc1 (configuration not stated) | -1.9 | 1 | -0.8 | 113 | 27 | -8 | -4 | 109 | -4
Cc1ccc(NC(=O)[C@H](Cc2c[nH]c3ccccc23)NC(=O)[C@@H]2Cc3ccccc3CN2)c(C)c1 | 18 | 7 | 9.7 | 112 | 26 | 3 | -7 | 103 | 3
O=C(c1ccccc1)c1ncc[nH]1 | 0.2 | 4 | 0.3 | 101 | 14 | 6 | -9 | 100 | -3
Cc1cc(CN2C(=O)c3ccccc3C2=O)no1 | 0.8 | nt | 0.4 | nt | 35 | -5 | 12 | nt | 22
C/C(=N\Nc1ccc(Cl)cc1)c1c(O)cc(C)oc1=O | -0.9 | -2 | 1.1 | 102 | 18 | -11 | -4 | 93 | -82
CCc1cccc(NS(=O)(=O)c2ccc3c(c2)NC(=O)C(C)S3)c1 (configuration not stated) | 2.2 | -6 | 6.8 | 94 | -16 | 31 | -10 | 97 | 1
CC(C)NC(=O)CN1C(=O)c2cccc3cccc1c23 | -1.1 | 5 | -1.2 | 105 | -2 | -10 | -8 | 103 | 24
CC1(C)SC(=S)N(/N=C/c2ccccc2O)C1N(O)C(=O)Nc1ccccc1 (configuration not stated) | 0.0 | -13 | -0.1 | 89 | -17 | -4 | 2 | 97 | 12
CS(=O)(=O)c1ccc(Cl)c(NC(=O)c2cccc(Br)c2)c1 | -0.6 | -2 | 1.6 | 99 | nt | 1 | 1 | 99 | -1
Cc1c(C(C)(C)C)s/c(=N/S(=O)(=O)c2ccccc2)n1C | 0.0 | 7 | -0.3 | 101 | 0 | -5 | -13 | 99 | 24
Cc1ccc(C(=O)Nc2c(C)cc(C)c3cccnc23)cc1 | -0.6 | 5 | 0.0 | 102 | 6 | -24 | -9 | 100 | 9
COc1ccc(Oc2cn[nH]c2-c2ccc(O)cc2O)cc1 | 9.4 | 8 | 5.3 | 112 | -1 | 9 | 11 | 107 | 43
Cc1c(Br)c([N+](=O)[O-])nn1CC(=O)Nc1nccs1 | 0.7 | -12 | 1.9 | 93 | 8 | -5 | 1 | 91 | 24
CCOc1cc(CNCc2ccncc2)cc(Cl)c1OC | 1.2 | -1 | 0.2 | 96 | 12 | -2 | -3 | 92 | -7
Cc1ccccc1NCc1ccccc1O | -0.4 | 10 | 0.5 | 110 | -1 | -5 | -2 | 109 | 18
CCOC(=O)c1sc(N(Cc2ccccc2)C(=O)CSc2ncn[nH]2)nc1C | -1.3 | 0 | -0.5 | 96 | 16 | 1 | 2 | 98 | 6
Cc1nonc1OCCn1c([N+](=O)[O-])cnc1C | 0.4 | 0 | -0.5 | 96 | -3 | -11 | -1 | 103 | 45
COc1cccc(Nc2nc3ccccc3nc2NS(=O)(=O)c2cccs2)c1 | 11 | -9 | 11 | 81 | 1 | -7 | -6 | 88 | 38
O=C1c2cccnc2C(=O)N1CNc1ccc(Cl)cc1 | 0.2 | 6 | -0.9 | 105 | 0 | -6 | -8 | 113 | -18
COc1ccc(N2C(=O)NC(NC(=O)C(C)(C)C)(C(F)(F)F)C2=O)cc1 (configuration not stated) | -1.5 | -6 | 5.8 | 93 | 1 | -2 | -8 | 93 | 2
COc1ccc(NS(=O)(=O)c2c(C(=O)N3CCCCCC3)c(C)n(C)c2C)cc1 | -0.1 | 5 | 0.3 | 100 | 6 | -2 | -6 | 101 | 29
Cc1noc(C)c1S(=O)(=O)N(C)CC(=O)NCc1ccccc1 | 0.2 | 1 | 0.1 | 100 | -3 | 17 | -2 | 100 | 11
CCOC(=O)C(=O)NC(C)c1ccccc1 (configuration not stated) | 0.6 | -6 | 0.7 | 95 | 15 | 2 | -7 | 95 | 0
COc1cccc(-c2nc(Oc3cccc(C)c3C)c3ccccc3n2)c1O | 0.3 | 19 | 1.1 | 117 | 34 | -4 | 0 | 104 | 4
CCc1cc2c(=O)c(-c3nc(C)cs3)coc2cc1OC(C)C(=O)NCCO (configuration not stated) | 2.1 | -1 | 1.0 | 101 | 22 | -6 | -6 | 98 | 8
CCOC(=O)c1c(C)[nH]c2ccc(O)cc12 | -0.8 | 5 | 2.3 | 109 | 22 | -4 | -4 | 104 | -18
COC(=O)c1ccc(C(=O)Nc2ccc3c(c2)C(=O)NC3=O)cc1 | 0.9 | -5 | 1.2 | 69*[inhibitor] | nt | -7 | -5 | 60*[inhibitor] | nt
COc1cc(C(C)=O)ccc1OCC(O)CN1CCN(c2ccc(F)cc2)CC1 (configuration not stated) | 0.1 | 1 | 0.6 | 102 | 5 | -12 | 3 | 102 | 41
COc1ccc(/C=C/c2c(-c3ccc(OC)cc3)oc3ccccc23)cc1 | -0.4 | -2 | -0.7 | 101 | 1 | -3 | -1 | 101 | 15
CSCC[C@@H](Nc1nc(-c2ccccc2)nc2c1oc1ccccc12)C(=O)O | 0.0 | 6 | -0.1 | 100 | nt | -7 | -7 | 105 | 20
Cn1cccc1C(=O)N1CCN(c2cccc(C(F)(F)F)c2)CC1 | 3.6 | -4 | 2.1 | 90 | 17 | -12 | -4 | 91 | 6
